Screening results: PubChem, National Center for Advancing Translational Sciences (NCATS)
RXFP1 ag: RXFP1 (human) receptor agonism; HEK293T-RXFP1 cAMP TR-FRET, 30 min; response scale: percent of porcine relaxin response, buffer zero; Potency, µM (series often up to 57.5 µM), for inactives: at the highest dose activation, actives largely listed as activators; 0.3% of 370,000 active; further: potency means the concentration at half of the fitted maximal effect; on the % scale 0 is the no-effect control and ±100 the full control effect; nearly all actives have a fitted effect of over 60% in size; many of its hits are not listed in these tables
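HEK293T cells stably expressing RXFP1 were pretreated with the PDE4 inhibitor Ro 20174, exposed to compounds for 30 min at 37C, lysed, and cAMP was read by TR-FRET. Data normalized to buffer (basal) and 29 nM porcine relaxin (100%).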
Vif-A3G inh: inhibitors of Vif-APOBEC3G interaction | Q9HC16 | HeLa A3G-eYFP + Vif (tagged APOBEC3G with the HIV-1 protein that degrades it), YFP fluorescence, overnight | Potency, µM (doses to about 46.1 µM), without a hit: top-dose activity, negative = active, most hits filed as inhibitors | 0.076% of 410,000 active;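 further: potency means the concentration at half of the fitted maximal effect; on the % scale 0 is the no-effect control and ±100 the full control effect; nearly all actives have a fitted effect of over 60% in size; hits raise eYFP signal because A3G escapes Vif-driven loss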
Target sequence (Q9HC16 whole entry, looked up): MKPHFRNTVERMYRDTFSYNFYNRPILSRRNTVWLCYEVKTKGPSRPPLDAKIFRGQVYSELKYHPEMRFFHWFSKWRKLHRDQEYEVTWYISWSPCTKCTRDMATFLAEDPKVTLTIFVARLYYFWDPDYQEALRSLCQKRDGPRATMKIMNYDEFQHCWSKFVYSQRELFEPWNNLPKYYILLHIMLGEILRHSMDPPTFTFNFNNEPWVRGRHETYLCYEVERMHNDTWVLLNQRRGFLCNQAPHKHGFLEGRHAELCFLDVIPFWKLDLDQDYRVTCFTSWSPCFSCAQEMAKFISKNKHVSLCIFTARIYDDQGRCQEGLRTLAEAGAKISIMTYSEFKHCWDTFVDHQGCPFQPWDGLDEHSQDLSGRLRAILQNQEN
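HeLa cells stably expressing Vif and C-terminally eYFP-tagged A3G, seeded overnight at 37 deg C, then exposed to compound by pintool overnight at 37 deg C. Rise in yellow fluorescence (Ex 488/Em 500-530, Acumen) marks blocked Vif-driven A3G degradation.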
D2 PAM: D2 dopamine receptor (human) potentiation; potentiation, % at 10 µM; AID 485347; 0.34% of 340,000 active; HEK293 T-REx D2, calcium flux, EC20 dopamine potentiation;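 active means potentiation over 3 SD above the plate norm, cut at about 30% in these data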; further: 0% is about no effect
Target sequence (P14416 whole entry, looked up): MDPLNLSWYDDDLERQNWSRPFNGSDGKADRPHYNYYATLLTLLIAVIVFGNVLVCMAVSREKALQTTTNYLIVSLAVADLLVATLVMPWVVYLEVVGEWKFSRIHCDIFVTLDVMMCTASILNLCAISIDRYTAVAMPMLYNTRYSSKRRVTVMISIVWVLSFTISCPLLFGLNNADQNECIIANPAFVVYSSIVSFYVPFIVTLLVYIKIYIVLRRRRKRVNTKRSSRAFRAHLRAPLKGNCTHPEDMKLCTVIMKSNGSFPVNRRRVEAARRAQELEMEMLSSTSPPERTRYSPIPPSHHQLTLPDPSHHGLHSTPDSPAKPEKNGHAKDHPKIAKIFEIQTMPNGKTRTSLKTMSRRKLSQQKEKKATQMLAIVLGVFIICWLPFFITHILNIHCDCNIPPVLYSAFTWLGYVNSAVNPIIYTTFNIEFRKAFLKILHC
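Primary screen. Calcium kinetics in induced HEK293 T-REx D2 cells: compound pre-addition 180 s, EC20 dopamine, 180 s more.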
Glioma ERSR ind: induces the endoplasmic reticulum stress response in human glioma cells | 0.02% of 420,000 active | Potency, µM, for inactives: top-dose activation, most hits filed as activators | U87-MG GRP78 promoter luciferase reporter, 16 h; further: potency means the concentration at half of the fitted maximal effect; series mostly up to about 76 µM; % of control where 0% means no effect; nearly all actives have a fitted effect of over 35% in size
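ERSR induction read as luciferase luminescence (Bright-Glo, 10 min at room temperature) in stably transfected human U87-MG glioma cells exposed to compounds for 16 h, using GRP78 as sensor.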
D1 ag: human D1 receptor agonism; P21728; HEK293 T-REx D1 cells, calcium flux, agonist mode; activation, % at 2 µM; 1% of 360,000 active; in the data active means activation above about 30%; further: 0% is about no effect
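Inducible HEK293 T-REx D1 cells, force-coupled to calcium signalling, were plated at 4000 cells/well with tetracycline and held overnight at 30 C. After no-wash calcium dye loading, compound-evoked calcium rise over 180 s flagged agonists.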
D1 antagonist: human D1 dopamine receptor antagonism; P21728; HEK293 TREx D1 cells, calcium flux, dopamine EC80; hits give low values; activity change, negative = inhibition, % at 10 µM; 3.2% of 360,000 active; in the data active means activity change below about -30%; further: on the % scale 0 is the no-effect control and ±100 the full control effect
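Using tetracycline-induced force-coupled D1 Hek293 cells and a calcium dye, signals were followed for 180 s after compound, then for 180 s after EC80 dopamine, to detect inhibitors.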
Vif-APOBEC3F blk: inhibitors of Vif-A3F interaction; HeLa A3F-eYFP + Vif (tagged APOBEC3F with the HIV-1 protein that degrades it), YFP fluorescence increase; Potency, µM (top dose mostly 46.1 µM), for the others: at the top dose activity, negative = active; 0.2% of 390,000 active; AID 602313; further: potency means the concentration at half of the fitted maximal effect; % of control where 0% means no effect; nearly all actives have a fitted effect of over 65% in size
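HeLa cells stably expressing Vif plus C-terminally eYFP-tagged A3F were seeded, incubated overnight at 37 deg C, dosed with compound, incubated overnight again at 37 deg C. Yellow fluorescence (Ex 488/Em 500-530) reported blocked Vif-mediated A3F-eYFP degradation.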
D1 PAM: enhances dopamine response at the human D1 receptor; HEK293 TREx D1 cells, calcium flux, dopamine EC20 potentiation; potentiation, % at 10 µM; 0.036% of 360,000 active; in the data active means potentiation above about 30%; further: 0% is about no effect
LDHA block: inhibitors of human lactate dehydrogenase A | activity change, % (values are at about 110 or 230 µM) | purified LDHA, NADH/diaphorase-resazurin fluorescence; hits give low values | AID 1347041 | 0.15% of 480,000 active; in the data active means activity change below about -30%; inconclusive means mostly about -25% to -30%;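 further: plate controls were DMSO wells for no effect and wells without enzyme for full effect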
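Enzyme activity of human lactate dehydrogenase 5 (2 nM; 0.06 mM NADH, 0.2 mM pyruvate, 5 min, RT) is measured via a resazurin/diaphorase fluorescence readout of residual NADH.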
* marks the source's active call; other numbers are inactive results; ? = inconclusive; / = no result given; & = joins results of further samples. Unless noted, the call rests on the fitted dose curve; in most records, active means well fitted curve in the direction sought with a large enough effect; inconclusive means small, poorly fitted or top-dose-only effect, or another doubt; inactive means no such curve, though single readings can be large; an effect the other way counts as inactive or inconclusive.

smiles	D1 antagonist	D1 ag	D1 PAM	D2 PAM	Vif-APOBEC3F blk	Vif-A3G inh	RXFP1 ag	LDHA block	Glioma ERSR ind
Cc1ccc(-c2nn(CC(=O)NC3CCCCC3)c3c2cnc2ccccc23)cc1	-2	0	-1	-8	-2%	1%	1.1%	-7	-4%
O=C(Cn1ncc2c3ccccc3n(Cc3ccc(F)cc3)c2c1=O)NC1CCCCCC1	-11	0	-3	-4	-3%	4%	2.7%	-8	-1%
COc1ccc(C=NNc2ccc([N+](=O)[O-])cn2)cc1	/	/	/	/	?	0%	/	0	1%
Cc1ccccc1CN1C(=O)c2ccccc2Sc2ccc(C(=O)OCc3ccco3)cc21	14	7	1	-4	-4%	-5%	4.4%	-7	-2%
O=C(O)c1ccccc1N1C(=O)c2cccc3cccc(c23)C1=O	9	1	-3	-5	-6%	-1%	1.9%	-11	-3%
C/C(N)=C(/C#N)C(=O)COC(=O)C1CSC2(c3ccc(F)cc3)CCC(=O)N12 (stereo not drawn)	-2	3	-5	-2	-26%	2%	1.4%	4	0%
O=C(OC(C(=O)Nc1ccc(Cl)cc1C(F)(F)F)c1ccccc1)c1c(Cl)cccc1Cl (stereo not drawn)	-1	2	-3	12	5%	-7%	0.6%	-3	1%
CCC(C)(C)NC(=O)CCn1c(-c2ccccc2)cc(C(C)=O)c1C	5	1	-5	-3	-5%	1%	-1.8%	-4	-2%
CCCCN(CC)c1nc(-c2ccccc2F)nc2ccccc12	8	4	-1	-3	1%	0%	0.8%	-4	-1%
CCOC(=O)c1c(-c2ccccc2)cn2ccccc12	-6	2	-8	-1	6%	-7%	1.9%	-3	-6%
COc1ccc(CNC(=O)CCc2c(C)c3cc4c(C)c(C)oc4cc3oc2=O)cc1OC	-4	-1	3	-4	14%	9%	27%	-8	-1%
Cc1cc(C(=O)N/N=C/c2c(C)n(C)c3ccccc23)n[nH]1	-14	-1	-3	3	-16%	-6%	1.8%	-16	-1%
CCN(C(=O)CSc1cc(C)c2ccccc2n1)C1CCS(=O)(=O)C1 (stereo not drawn)	-2	1	1	0	-9%	1%	14%	-14&-8	-3%
Cc1sc(NC(=O)CS(=O)(=O)c2ccccc2)c(C#N)c1C	-15	1	3	-8	-2%	-7%	0.5%	-1	-1%
CCOC(=O)c1c(C)[nH]c(C)c1C(=O)CN1C(=O)NC2(CCC(C)CC2)C1=O (stereo not drawn)	1	0	1	-2	3%	0%	-0.2%	-2	-2%
CCOc1ccc(C(Nc2ccc(C)cc2)P2(=O)OCCCO2)cc1 (stereo not drawn)	9	2	1	-10	3%	0%	-0.2%	3	-2%
CCc1nnc(NC(=O)CCC(=O)NCc2ccccc2Cl)s1	-9	1	10	10	-10%	-1%	-2.8%	-1	-2%
CN(C)N1C(N)=C(C#N)C(c2cccnc2)C2=C1CC(C)(C)CC2=O (stereo not drawn)	18	0	-7	17	3%	-1%	-0.1%	-1	-2%
CC(Nc1nc(-c2ccncc2)nc2ccccc12)c1ccccc1 (stereo not drawn)	2	1	-6	3	-10%	-1%	4.5%	-7	-1%
COC(=O)[C@@H]1C[C@@]2(O)[C@H](O)[C@H](O)[C@H](O)C[C@H]2N1Cc1cc(OC)cc(OC)c1	-18	1	3	2	-4%	-2%	-0.1%	-3	-1%
COc1ccccc1Nc1cc(C(=O)NCCCN(C)c2ccccc2)c2ccccc2n1	8	-1	1	-31	-6%	1%	-1.2%	-3	-3%
CCOC(=O)c1[nH]c(=O)[nH]c1CN(Cc1ccco1)Cc1[nH]c(=O)[nH]c1C(=O)OCC	-28	0	-3	-20	20%	3%	2.4%	-17	1%
CC(C(=O)NCc1ccco1)n1cc([N+](=O)[O-])cn1 (stereo not drawn)	-22	3	-3	3	0%	0%	1.4%	2	-3%
CCc1ccc(N(C(=O)c2ccoc2C)C(C(=O)NC2CCCC2)c2ccc(OC)cc2)cc1 (stereo not drawn)	-16	5	-3	-4	0%	-2%	1.8%	-21	-2%
C[C@@H]1CN([C@@H](C)CO)C(=O)CCCn2nncc2CO[C@@H]1CN(C)C(=O)Nc1cccc(C(F)(F)F)c1	/	/	/	/	11%	1%	/	6	0%
C=C(C)C(=O)N1CC2(CC(c3cccc(NC(=O)CC)c3)=NO2)C[C@H]1C(N)=O (stereo partly drawn)	-5	12	11	3	0%	-1%	-1.2%	-1	-1%
OCC1(Cc2ccccc2)CCN(Cc2ccccn2)CC1	-6	0	1	10	-4%	3%	-1.8%	2	-1%
CSc1nc2c(sc3ccccc32)c(=O)n1Cc1ccc(C)cc1	-6	12	-1	2	-1%	4%	4.3%	0	-2%
Cc1ccc2oc(-c3ccc(NC(=O)CC(C)C)cc3)nc2c1	45	6	-1	0	-1%	3%	16%	-1	2%
CN(CC(=O)Nc1cc(Cl)ccc1-n1cncn1)Cc1ccccc1N1CCOCC1	/	/	/	/	0%	-2%	/	3	-4%
O=C(Nc1nnc(-c2ccccn2)o1)c1cccc(Cl)c1	-25	1	-1	10	?	-1%	0.3%	-9	3%
COc1ccc(/C=C/C(=O)Nc2ccc3nc(N4CCC(C)CC4)cc(C)c3c2)cc1	-4	1	0	19	-2%	0%	0.8%	-1	1%
O=C(Nc1ccccc1C(=O)Nc1ccccn1)c1ccccc1F	-2	5	0	-12	-4%	1%	-0.3%	0	-2%
COc1ccc(C(=O)NNC2=CC(=O)CC(C)(C)C2)cc1OC	-8	3	-6	1	-3%	-5%	1.1%	-2	-2%
CCOc1ccc(C2C(=O)N(C3CCCCC3)CC(=O)N2Cc2ccccc2OC)cc1OC (stereo not drawn)	7	-3	3	-17	-7%	1%	0.2%	-1	-1%
O=C(O)/C=C/c1ccc(S(=O)(=O)N2CCN(CCN3C(=O)C4C5C=CC(C5)C4C3=O)CC2)cc1 (stereo not drawn)	-12	3	-1	-1	1%	-1%	-1.6%	-3	-3%
CC(C)CN(C(=O)COC(=O)c1ccccc1SCC(=O)NC1CCCCCC1)C1CCS(=O)(=O)C1 (stereo not drawn)	-42*	1	2	4	?	0%	0.7%	-9	1%
CC(C)C[C@@H](CN1CCCC1CN1C(=S)NC[C@@H]1Cc1ccc(O)cc1)N1C[C@H](Cc2ccc(O)cc2)N(CCc2ccccc2)C1=S (stereo partly drawn)	/	/	/	/	2%	-6%	/	-6	0%
Cc1c(C(=O)NCCC2=CCCCC2)cccc1[N+](=O)[O-]	-24	0	-9	24	-2%	-1%	0.2%	-2	5%
Cc1c(CN(C)C(=O)c2nn(C)cc2[N+](=O)[O-])cnn1C	0	5	-4	4	-8%	3%	0.2%	-6	0%
CC1=C(C(=O)Nc2cc(Cl)ccc2C)C(c2ccco2)n2ncnc2N1 (stereo not drawn)	-2	2	5	9	1%	-3%	0.7%	-4	-5%

12 neighbouring records out of the list so far, quoted:
smiles	D1 antagonist	D1 ag	D1 PAM	D2 PAM	Vif-APOBEC3F blk	Vif-A3G inh	RXFP1 ag	LDHA block	Glioma ERSR ind
Cc1ccc(-c2nn(CC(=O)NC3CCCCC3)c3c2cnc2ccccc23)cc1	-2	0	-1	-8	-2%	1%	1.1%	-7	-4%
O=C(Cn1ncc2c3ccccc3n(Cc3ccc(F)cc3)c2c1=O)NC1CCCCCC1	-11	0	-3	-4	-3%	4%	2.7%	-8	-1%
COc1ccc(C=NNc2ccc([N+](=O)[O-])cn2)cc1	/	/	/	/	?	0%	/	0	1%
Cc1ccccc1CN1C(=O)c2ccccc2Sc2ccc(C(=O)OCc3ccco3)cc21	14	7	1	-4	-4%	-5%	4.4%	-7	-2%
O=C(O)c1ccccc1N1C(=O)c2cccc3cccc(c23)C1=O	9	1	-3	-5	-6%	-1%	1.9%	-11	-3%
C/C(N)=C(/C#N)C(=O)COC(=O)C1CSC2(c3ccc(F)cc3)CCC(=O)N12 (stereo not drawn)	-2	3	-5	-2	-26%	2%	1.4%	4	0%
O=C(OC(C(=O)Nc1ccc(Cl)cc1C(F)(F)F)c1ccccc1)c1c(Cl)cccc1Cl (stereo not drawn)	-1	2	-3	12	5%	-7%	0.6%	-3	1%
CCC(C)(C)NC(=O)CCn1c(-c2ccccc2)cc(C(C)=O)c1C	5	1	-5	-3	-5%	1%	-1.8%	-4	-2%
CCCCN(CC)c1nc(-c2ccccc2F)nc2ccccc12	8	4	-1	-3	1%	0%	0.8%	-4	-1%
CCOC(=O)c1c(-c2ccccc2)cn2ccccc12	-6	2	-8	-1	6%	-7%	1.9%	-3	-6%
COc1ccc(CNC(=O)CCc2c(C)c3cc4c(C)c(C)oc4cc3oc2=O)cc1OC	-4	-1	3	-4	14%	9%	27%	-8	-1%
Cc1cc(C(=O)N/N=C/c2c(C)n(C)c3ccccc23)n[nH]1	-14	-1	-3	3	-16%	-6%	1.8%	-16	-1%

The list is partial; the hit share may differ from the screen's.
